Source: PubChem (several laboratories)
Dynein cargo inh – inhibitors of GR-EGFP nuclear translocation, primary screen, dynein cargo transport inhibitor project, imaging, high-content, 3617.4 mouse cells. test concentration mostly 20 µM; stimulated with dexamethasone, 1 µM; hits give low values. z-score, hits read low. hit rate 0.47% among 220,000;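 active means plate z-score of nuclear minus cytoplasmic receptor signal below a set negative limit, without overly bright fluorescence or cell loss, cut at about -3.5 in these data, passing the limit was not always enough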;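 further: z-score of nuclear minus cytoplasmic ring GR-EGFP intensity difference per well; some compounds called inactive have numbers as strong as hits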
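medium = tetracycline-free induction medium containing charcoal-stripped FBS | also added = 1.0 µM final dexamethasone stimulus | schedule = 48 h induction, 1 h compound, 30 min dex at 37 °C | technique = fixed, Hoechst-stained cells imaged at 10x for EGFP | measure = GR-EGFP nuclear translocation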
P. falciparum M1AAP – P. falciparum M1AAP inhibitors, biochemical, fluorogenic H-Leu-NHMec substrate, 1536-well (AID 1445); Aminopeptidase N (Plasmodium falciparum (isolate 3D7)); recombinant M1AAP, H-Leu-NHMec fluorogenic kinetic assay; higher % means a stronger effect; inhibition, % at 30 µM; hits with a dose series show IC50 in µM; hit rate 0.42% among 220,000;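 active means primary inhibition above the hit cutoff, then over 50% inhibition at one or more dose response concentrations, cut at about 23% in these data, passing the limit was not always enough; inconclusive means conflicting primary data, or primary hits not chosen for dose response; inactive means low primary inhibition, or under 50% at every dose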;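 further: plate controls were DMSO full reaction for no effect and no enzyme background for full effect; strong numbers were not always called active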
XIAP displacement – XIAP antagonists, biochemical, IAP family, fluorescence polarization (AID 1018) | XIAP BIR domain, fluorescence polarization peptide displacement; higher % means a stronger effect | E3 ubiquitin-protein ligase XIAP (Homo sapiens) | displacement, % at 20 µM; hits with a dose series show IC50 in µM | hit rate 0.007% among 200,000; in the data active means displacement above about 50%; further: a part of the inactive calls stands beside numbers as strong as those of hits
LYP phosphatase – inhibitors of LYP phosphatase, biochemical, fluorescence intensity, uHTS (AID 1779) | Tyrosine-protein phosphatase non-receptor type 22 (Homo sapiens) | recombinant LYP phosphatase, fluorescence intensity; higher % means a stronger effect | inhibition, % at 11.5 µM, or IC50 in µM where a hit was titrated | hit rate 0.054% among 290,000;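 further: plate controls were vehicle with enzyme for no effect and no enzyme for full effect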
Siah-1 displacement – Siah-1 peptide-binding antagonists, primary screen, biochemical, fluorescence polarization, rhodamine-plectin, uHTS (AID 1817). one-dose displacement, % at 20 µM; IC50 in µM for titrated hits. E3 ubiquitin-protein ligase SIAH1 (Homo sapiens). Siah-1 / rhodamine-plectin peptide fluorescence polarization; higher % means a stronger effect. hit rate 0.02% among 290,000;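 active means displacement of at least 50% at 20 µM, with a fluorescence ratio check between 0.3 and a set limit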;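 further: plate controls were Siah plus tracer with DMSO for no effect and tracer alone without Siah for full effect; strong numbers were not always called active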
AID2073 – inhibitors of Mint1-CaV2.2 protein interaction, biochemical, HTRF (AID 2073); Voltage-dependent N-type calcium channel subunit alpha-1B (Homo sapiens); HTRF protein-protein interaction, Mint1-CaV2.2; higher % means a stronger effect; inhibition, % at 20 µM; hits with a dose series show IC50 in µM; hit rate 0.19% among 290,000; in the data active means inhibition mostly above about 51%, no sharp cut-off; inconclusive means no clear call, values can overlap the other calls; inactive means mostly below about 53%; further: some results filed as inactive read as strong as hits
PMI inhibitors – inhibitors of human PMI, primary screen, biochemical, fluorescence intensity, coupled assay (AID 1209); Mannose-6-phosphate isomerase (Homo sapiens); purified PMI enzyme, coupled fluorescence intensity; higher % means a stronger effect; inhibition, % at 20 µM, or IC50 in µM where a hit was titrated; hit rate 0.42% among 190,000;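 further: plate controls were DMSO vehicle for no effect and wells lacking substrate for full effect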
human PMI inhibitors – human PMI inhibitors, high substrate, primary screen, biochemical, fluorescence intensity, high mannose 6-phosphate (AID 1220); Mannose-6-phosphate isomerase (Homo sapiens); recombinant PMI enzyme, coupled fluorescence intensity; higher % means a stronger effect; inhibition, % at 20 µM, or IC50 in µM where a hit was titrated; hit rate 0.66% among 190,000
M17LAP inhibition – P. falciparum M17LAP inhibitors, primary screen, biochemical, fluorogenic H-Leu-NHMec substrate, 1536-well (AID 1619); hit rate 0.38% among 220,000; inhibition, % at 30 µM; hits with a dose series show IC50 in µM; recombinant M17LAP, H-Leu-NHMec fluorogenic kinetic assay; higher % means a stronger effect; Leucine aminopeptidase (Plasmodium falciparum (isolate 3D7));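 active means compound inhibiting the enzyme by more than half at any dose during confirmatory dose-response retesting; inconclusive means strong single-dose inhibitors picked by rank but not retested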;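 further: plate controls were full reaction with DMSO carrier for no effect and no enzyme background for full effect; strong numbers were not always called active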
Dynein cargo inh cytoplasmic EGFP – recorded beside Dynein cargo inh, whose call it bears; z-score; measured here: cytoplasmic GR-EGFP intensity; hits give high values
Dynein cargo inh nuclear GR-EGFP – second read-out of Dynein cargo inh, no call of its own (marks repeat the call); z-score; measured here: nuclear GR-EGFP intensity;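 lower value marks the stronger effect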
Dynein cargo inh cell count – recorded beside Dynein cargo inh, whose call it bears; z-score; measured here: cell count per field
* = called active by the depositor. Unless noted, no stated cut-off is given here; in the data, active means inhibition above about 50%; inactive means the rest.

`COCCN(C(=O)CSc1nnc(-c2cccc(OC)c2)n1C)c1c(N)n(Cc2ccccc2)c(=O)[nH]c1=O` gave Dynein cargo inh -0.96, P. falciparum M1AAP -6%, XIAP displacement -6.2%, LYP phosphatase -9%, Siah-1 displacement -4%, AID2073 0%, PMI inhibitors -22%, human PMI inhibitors -9%, M17LAP inhibition -1%, Dynein cargo inh cytoplasmic EGFP -0.32, Dynein cargo inh nuclear GR-EGFP -0.54 and Dynein cargo inh cell count 0.93.
Screening CC/C(=N\NC(=O)CSCc1ccccc1Br)c1ccc2c(c1)OCCO2 returned Dynein cargo inh -0.85, P. falciparum M1AAP -3%, XIAP displacement -19%, LYP phosphatase -2%, Siah-1 displacement 3%, AID2073 3%, PMI inhibitors 2%, human PMI inhibitors -3%, M17LAP inhibition -7%, Dynein cargo inh cytoplasmic EGFP 0.19, Dynein cargo inh nuclear GR-EGFP -0.092 and Dynein cargo inh cell count 0.46.
`CCOc1cc(C2C(C#N)=C(N)Oc3n[nH]c(C)c32)ccc1OCCN1CCOCC1` (stereo unspecified) gave Dynein cargo inh -0.24, P. falciparum M1AAP 5%, XIAP displacement -10%, LYP phosphatase 2%, Siah-1 displacement -6%, AID2073 -2%, PMI inhibitors 19%, human PMI inhibitors 10%, M17LAP inhibition 18%, Dynein cargo inh cytoplasmic EGFP -0.17, Dynein cargo inh nuclear GR-EGFP -0.28 and Dynein cargo inh cell count 0.73.
O=C(NCCc1ccccc1)C(=O)N/N=C/c1ccc2c(c1)OCO2 was read as Dynein cargo inh 1.4, P. falciparum M1AAP 8%, XIAP displacement -3.2%, LYP phosphatase -9%, Siah-1 displacement -4%, AID2073 9%, PMI inhibitors 1%, human PMI inhibitors -3%, M17LAP inhibition -9%, Dynein cargo inh cytoplasmic EGFP -0.22, Dynein cargo inh nuclear GR-EGFP 1 and Dynein cargo inh cell count -0.16.
For COc1cc(C2Nc3cccc4cccc(c34)N2)ccc1OC(C)=O the results were Dynein cargo inh -0.27, P. falciparum M1AAP 22%, XIAP displacement 0.7%, LYP phosphatase -1%, Siah-1 displacement 35%, AID2073 74%, PMI inhibitors -22%, human PMI inhibitors 3%, M17LAP inhibition -2%, Dynein cargo inh cytoplasmic EGFP -0.22, Dynein cargo inh nuclear GR-EGFP -0.35 and Dynein cargo inh cell count -0.47.
For O=C(OCCN1C(=O)c2ccccc2C1=O)C1CCN(S(=O)(=O)c2cccs2)CC1 the results were Dynein cargo inh -0.18, P. falciparum M1AAP 6%, XIAP displacement -7.1%, LYP phosphatase -3%, Siah-1 displacement 7%, AID2073 -3%, PMI inhibitors 9%, human PMI inhibitors 16%, M17LAP inhibition 1%, Dynein cargo inh cytoplasmic EGFP -0.033, Dynein cargo inh nuclear GR-EGFP 0.38 and Dynein cargo inh cell count -0.2.
Screening O=C(O)/C=C/c1ccc(S(=O)(=O)Nc2ccc(C(=O)NCC(=O)O)cc2)cc1 returned Dynein cargo inh 1.2, P. falciparum M1AAP -1%, XIAP displacement 2.0%, LYP phosphatase -3%, Siah-1 displacement 16%, AID2073 5%, PMI inhibitors 2%, human PMI inhibitors 15%, M17LAP inhibition 6%, Dynein cargo inh cytoplasmic EGFP -0.18, Dynein cargo inh nuclear GR-EGFP -0.0019 and Dynein cargo inh cell count -0.15.
`COc1cc(C2Nc3ccccc3C(=O)N2c2ccc(Cl)cc2)c(Cl)cc1OCC(=O)O` (stereo unspecified) gave Dynein cargo inh 1.3, P. falciparum M1AAP 12%, XIAP displacement -1.8%, LYP phosphatase -9%, Siah-1 displacement 2%, AID2073 17%, PMI inhibitors -7%, human PMI inhibitors -10%, M17LAP inhibition -239%, Dynein cargo inh cytoplasmic EGFP -0.2, Dynein cargo inh nuclear GR-EGFP 0.96 and Dynein cargo inh cell count -1.7.
Cc1cccc(Nc2ccccc2C(=O)OCC(=O)N(C)C2CCS(=O)(=O)C2)c1C (stereo unspecified) was read as Dynein cargo inh 0.11, P. falciparum M1AAP 1%, XIAP displacement -5.2%, LYP phosphatase 3%, Siah-1 displacement 0%, AID2073 15%, PMI inhibitors 2%, human PMI inhibitors 8%, M17LAP inhibition 10%, Dynein cargo inh cytoplasmic EGFP -0.13, Dynein cargo inh nuclear GR-EGFP -0.083 and Dynein cargo inh cell count 0.052.
For CC(=O)Nc1ccc(Sc2ncccc2C(=O)Nc2cc(Cl)cc(Cl)c2)cn1 the results were Dynein cargo inh 0.25, P. falciparum M1AAP 18%, XIAP displacement -2.7%, LYP phosphatase -3%, Siah-1 displacement 6%, AID2073 inconclusive, PMI inhibitors -12%, human PMI inhibitors -6%, M17LAP inhibition 5%, Dynein cargo inh cytoplasmic EGFP -0.19, Dynein cargo inh nuclear GR-EGFP -0.17 and Dynein cargo inh cell count -0.25.
For CN(C)S(=O)(=O)c1ccc(NC(=O)CSc2nc3ccccc3n2-c2ccccc2)cc1 the results were Dynein cargo inh -0.61, P. falciparum M1AAP -1%, XIAP displacement -3.1%, LYP phosphatase -11%, Siah-1 displacement -5%, AID2073 6%, PMI inhibitors 10%, human PMI inhibitors 8%, M17LAP inhibition 2%, Dynein cargo inh cytoplasmic EGFP -0.29, Dynein cargo inh nuclear GR-EGFP 0.36 and Dynein cargo inh cell count 0.35.
`CCc1ccc2nc3sc(C(=O)Nc4nnc(CC)s4)c(N)c3cc2c1` gave Dynein cargo inh -0.27, P. falciparum M1AAP 3%, XIAP displacement -5.8%, LYP phosphatase 8%, Siah-1 displacement -5%, AID2073 41%, PMI inhibitors 8%, human PMI inhibitors 15%, M17LAP inhibition 10%, Dynein cargo inh cytoplasmic EGFP -0.2, Dynein cargo inh nuclear GR-EGFP -0.71 and Dynein cargo inh cell count 0.014.
`NC(=O)C1=C[C@H](c2coc3ccccc3c2=O)C[C@H](OCc2ccc(CO)cc2)O1` gave Dynein cargo inh -0.27, P. falciparum M1AAP 1%, XIAP displacement -2.2%, LYP phosphatase -7%, Siah-1 displacement 9%, AID2073 4%, PMI inhibitors -2%, human PMI inhibitors -10%, M17LAP inhibition 7%, Dynein cargo inh cytoplasmic EGFP 0.32, Dynein cargo inh nuclear GR-EGFP 0.29 and Dynein cargo inh cell count 0.17.
CC1(C)CC(N2CCN(Cc3ccccc3)CC2)=CC(=[N+]2CCCCC2)C1 was read as Dynein cargo inh -0.31, P. falciparum M1AAP 19%, LYP phosphatase -1%, Siah-1 displacement 0%, AID2073 0%, M17LAP inhibition 2%, Dynein cargo inh cytoplasmic EGFP -0.82, Dynein cargo inh nuclear GR-EGFP -0.49 and Dynein cargo inh cell count 0.22.
`Cc1ccc(NC(=O)c2cnccn2)cc1S(=O)(=O)N(C)C` gave Dynein cargo inh -1.2, P. falciparum M1AAP 12%, XIAP displacement -3.8%, LYP phosphatase -4%, Siah-1 displacement 2%, AID2073 5%, PMI inhibitors 21%, human PMI inhibitors 15%, M17LAP inhibition 14%, Dynein cargo inh cytoplasmic EGFP -0.32, Dynein cargo inh nuclear GR-EGFP -0.85 and Dynein cargo inh cell count 0.97.
Screening Cc1cc(C(=O)COc2ccc3ccc(=O)oc3c2)c(C)n1Cc1cccs1 returned Dynein cargo inh 0.53, P. falciparum M1AAP 2%, XIAP displacement -7.6%, LYP phosphatase 7%, Siah-1 displacement 7%, AID2073 11%, PMI inhibitors -2%, human PMI inhibitors -4%, M17LAP inhibition -26%, Dynein cargo inh cytoplasmic EGFP -0.0072, Dynein cargo inh nuclear GR-EGFP 0.47 and Dynein cargo inh cell count -0.12.
O=P(O)(CCc1ccccn1)CN1CCCCC1 was read as Dynein cargo inh 0.99, P. falciparum M1AAP 2%, XIAP displacement -2.6%, LYP phosphatase -8%, Siah-1 displacement 3%, AID2073 0%, PMI inhibitors -7%, human PMI inhibitors -3%, M17LAP inhibition 2%, Dynein cargo inh cytoplasmic EGFP -0.29, Dynein cargo inh nuclear GR-EGFP 0.42 and Dynein cargo inh cell count -0.41.
`Cn1ncc(C(=O)Nc2ccc(Cl)cc2)c1C(F)(F)F` gave Dynein cargo inh -0.53, P. falciparum M1AAP 5%, LYP phosphatase -7%, Siah-1 displacement 2%, AID2073 -2%, M17LAP inhibition 5%, Dynein cargo inh cytoplasmic EGFP -0.28, Dynein cargo inh nuclear GR-EGFP -0.3 and Dynein cargo inh cell count 1.1.
C=C(C)C(=O)OCC(=O)NCc1ccccc1 was read as Dynein cargo inh -1.2, P. falciparum M1AAP -1%, XIAP displacement -0.2%, LYP phosphatase -6%, Siah-1 displacement 6%, AID2073 6%, PMI inhibitors -6%, human PMI inhibitors -1%, M17LAP inhibition -4%, Dynein cargo inh cytoplasmic EGFP -0.28, Dynein cargo inh nuclear GR-EGFP 0.087 and Dynein cargo inh cell count 0.3.
CC(C)(C)Sc1ccc(/C=N/O)cc1[N+](=O)[O-] was read as Dynein cargo inh -0.26, P. falciparum M1AAP -2%, XIAP displacement -3.3%, LYP phosphatase -4%, Siah-1 displacement 2%, AID2073 -1%, PMI inhibitors 19%, human PMI inhibitors 18%, M17LAP inhibition -2%, Dynein cargo inh cytoplasmic EGFP -0.3, Dynein cargo inh nuclear GR-EGFP -0.15 and Dynein cargo inh cell count 1.
`CCOC(=O)c1ccc(NC(=S)N2CCN(CCN=CC3=C(O)CC(c4ccccc4)CC3=O)CC2)cc1` (stereo unspecified) gave Dynein cargo inh 1.6, P. falciparum M1AAP 2%, LYP phosphatase -2%, Siah-1 displacement 4%, AID2073 -27%, M17LAP inhibition -7%, Dynein cargo inh cytoplasmic EGFP -0.25, Dynein cargo inh nuclear GR-EGFP 0.73 and Dynein cargo inh cell count -0.96.
